tuberculosis growth = growth inhibition of non-replicating M. tuberculosis (AID 488890). Mycobacterium tuberculosis non-replicating, growth inhibition; higher % means a stronger effect. inhibition, % at 25 µM; hits with a dose series show IC50 in µM. 320,000 tested, 0.39% active; in the data active means a potency from the dose series; inconclusive means inhibition mostly from about 82% at the one dose, without a potency; inactive means the rest, 99 in 100 with inhibition below about 76%;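 further: plate controls were DMSO cells for no effect and high antibiotic wells for full effect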
influenza NS1A = H1N1 influenza NS1A inhibitors, functional cell based assay (AID 504329) | NS1A functional cell-based assay, percent inhibition; higher % means a stronger effect | inhibition, % at 12.5 µM; hits with a dose series show IC50 in µM | 340,000 tested, 0.3% active; in the data active means a potency from the dose series; inconclusive means inhibition above about 27% without an active follow-up result; further: strong numbers were not always called active
VEEV TC-83 Vero = inhibitors of VEEV TC-83 cytopathic effect, confirmation, Vero cells (AID 588727); Vero cells, VEEV TC-83 cytopathic effect inhibition; higher % means a stronger effect; one-dose inhibition, % at 20 µM; IC50 in µM for titrated hits; 350,000 tested, 0.13% active; in the data active means a potency from the dose series; inconclusive means inhibition mostly from about 14% at the one dose, without a potency; inactive means the rest, 99 in 100 with inhibition below about 12%; further: strong numbers were not always called active
M. tuberculosis HTS = M. tuberculosis growth inhibition, HTS (AID 449762) | M. tuberculosis H37Rv growth inhibition, 7H9 media; higher % means a stronger effect | inhibition, % at 25 µM, or IC50 in µM where a hit was titrated | 330,000 tested, 0.59% active; in the data active means a potency from the dose series; inconclusive means inhibition above about 70% without an active follow-up result;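 further: bacterial growth assessed after seven days of incubation; strong numbers were not always called active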
PhoP GFP inhibition = PhoP regulon inhibitors, Salmonella typhi PhoP promoter GFP reporter, confirmatory (AID 1850). 310,000 tested, 0.33% active. Salmonella Typhi PhoP-promoter GFP reporter, fluorescence, 4 h; higher % means a stronger effect. inhibition, % at 50 µM; hits with a dose series show IC50 in µM; in the data active means a potency from the dose series; inconclusive means inhibition mostly from about 25% at the one dose, without a potency; inactive means the rest, 99 in 100 with inhibition below about 19%;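 further: 0% = induced wells with vehicle and 100% = uninduced wells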
VEEV TC-83 Vero 10K pilot screen = second read-out of VEEV TC-83 Vero, no call of its own (marks repeat the call); inhibition, %; measured here: 10K pilot screen inhibition
* marks the source's active call; other numbers are inactive results; i = inactive; ? = inconclusive; · = not tested or not shown; & = joins results of further samples.

SMILES	tuberculosis growth	influenza NS1A	VEEV TC-83 Vero	M. tuberculosis HTS	PhoP GFP inhibition	others
COc1ccc(NC(=O)COC(=O)CNS(=O)(=O)c2ccccc2)cc1OC	-2%	-6%	0.3%	-3%	-9%
CCN(CC)S(=O)(=O)c1ccc(N2CCCC2)c(NS(=O)(=O)c2ccccc2)c1	5%	2%	0.2%	7%	7%
CC1(C)Cc2nc3[nH]c(=S)n(-c4ccccc4)c(=O)c3cc2CO1	7%	2%	2.9%	3%	-10%
COc1cccc(-c2nnc(SCC(=O)Nc3cc(C)on3)n2C)c1	3%	-23%	0.7%	-1%	-7%
CCOc1ccc(/C=C2\SC(=S)N(CC(=O)NCCCN3CCOCC3)C2=O)cc1	0%	14%	2.7%	-1%	3%
COCC(C)n1c(SCc2nc3ccccc3c(=O)[nH]2)nc2ccccc2c1=O (stereo not given)	18%	-1%	13%	7%	-7%
CCOC(=O)C(=O)NCC(c1ccco1)S(=O)(=O)c1cccs1 (stereo not given)	53%	-3%	0.1%	-13%	3%
CCSc1nc2ccccc2n1Cc1ccccc1F	20%	1%	0.1%	8%	7%
CCN(Cc1cc2ccccc2[nH]c1=O)C(=O)c1cccc([N+](=O)[O-])c1	6%	·	·	-11%	10%
CCN(CC(=O)Nc1c(F)cccc1F)C(=O)Cc1csc(-c2ccccc2)n1	-8%	-7%	2.4%	-2%	-2%
CCCC[n+]1ccn(-c2nc3ccccc3nc2[N-]S(=O)(=O)c2ccc(Br)cc2)c1	7%	-4%	i	4%	-8%
Cc1cc(NC(=O)CSc2nc3c(C)cccc3cc2C#N)no1	-14%	1%	i	-5%	10%
O=C(O)C1CCCCN1C(=O)c1ccc(S(=O)(=O)N2CCCC2)cc1 (stereo not given)	·	-9%	1.0%	·	·
COC(=O)C1N2C(=O)[C@@H](NC(=O)COc3ccccc3)[C@H]2SC1(C)C (stereo not given in full)	3%	-13%	1.1%	7%	-5%
CCCn1c(SCC(=O)c2c[nH]c3ccccc23)nnc1-c1ccncc1	5%	3%	9.3%	2%	5%
CCCCN(C(=O)COC(=O)CSc1cc(C)c2ccccc2n1)c1c(N)n(CCC)c(=O)[nH]c1=O	53%	-6%	0.6%	-11%	-7%
Oc1oc(C=Nc2ccc(F)cc2F)c2ccccc12	-3%	-7%	i	4%	-11%
CC(C)C(=O)NS(=O)(=O)c1ccc(N)cc1	2%	-19%	i	-2%	-6%
COC(=O)c1nn(-c2ccccc2)c2nnc(Cc3ccc(C)cc3)c(=O)n12	-3%	-6%	1.7%	7%	-14%
Cc1ccc(C)c(N2CCN(C(=O)CCc3nc(-c4ccccc4C(F)(F)F)no3)CC2)c1	·	-1%	5.4%	·	·
Cc1ccnc(NC(=O)COc2ccc3oc4c(c3c2)CCCC4)c1	·	5%	1.1%	?	-18%
S=C(NCc1ccco1)Nc1ccccn1	8%	-1%	0.8%	9%	-25%
CC1(C)CC(=O)C2=C(C1)Oc1ncn(Cc3ccco3)c(=N)c1C2c1ccccc1 (stereo not given)	26%	7%	8.4%	-3%	-15%
CCOc1ccc(-n2c(=O)c3sccc3n(CC(=O)NC3CCCCC3)c2=O)cc1	-11%	-9%	0.4%	0%	-4%
Cc1cccc(NC(=O)CCCN2C(=O)c3ccccc3C2=O)n1	-11%	3%	2.8%	2%	-2%

Among those listed so far, 3 have two or more sulfur atoms:
SMILES	tuberculosis growth	influenza NS1A	VEEV TC-83 Vero	M. tuberculosis HTS	PhoP GFP inhibition	others
CCN(CC)S(=O)(=O)c1ccc(N2CCCC2)c(NS(=O)(=O)c2ccccc2)c1	5%	2%	0.2%	7%	7%
CCOc1ccc(/C=C2\SC(=S)N(CC(=O)NCCCN3CCOCC3)C2=O)cc1	0%	14%	2.7%	-1%	3%
CCOC(=O)C(=O)NCC(c1ccco1)S(=O)(=O)c1cccs1 (stereo not given)	53%	-3%	0.1%	-13%	3%

Remaining list, next part.
SMILES	tuberculosis growth	influenza NS1A	VEEV TC-83 Vero	M. tuberculosis HTS	PhoP GFP inhibition	others
Cc1ccc(NC(=O)Cc2nnc(N)s2)cc1	-5%	·	0.8%	-1%	5%
COc1ncccc1C(=O)N1CCC(n2nccc2NC(=O)CC(C)C)CC1	-1%	-3%	1.7%	-1%	-15%
O=C(Cc1ccccc1)NC1CCS(=O)(=O)C1 (stereo not given)	-14%	-2%	0.9%	-2%	-4%	VEEV TC-83 Vero 10K pilot screen=1.0
CCc1ccc(-c2c(C)sc(NC(=O)C3CCC3)c2C#N)cc1	7%	-5%	1.0%	-2%	-1%	VEEV TC-83 Vero 10K pilot screen=1.3
CCC(CO)N=C1CC(C)(C)CC(=O)/C1=C(/O)CCCN1C(=O)c2ccccc2C1=O (stereo not given)	4%	-2%	2.2%	4%	5%
Cn1c(=O)c2c(nc(NCc3ccc4c(c3)OCO4)n2Cc2ccc(F)cc2)n(C)c1=O	39%	11%	i	-3%	5%
Brc1ccc2c(c1)OCCOCCOCCOCCOCCOCCO2	-13%	14%	i	-3%	-1%
COc1ccccc1S(=O)(=O)Cc1ccc(C(=O)NCCN(C)C)o1	-6%	-6%	0.6%	-6%	-7%
NC(=O)c1ccsc1NC(=O)CSc1ncnc2sccc12	-2%	-21%	2.2%	12%	·
Oc1[nH]c2ccccc2c1C=Nc1ccc2c(c1)OCO2	19%	7%	7.2%	-7%	21%
CCOC(=O)[C@@H]1[C@H]2COc3ccccc3[C@@H]2N2C(=O)N(c3ccc(Br)cc3)C(=O)[C@]12C	22%	3%	i	2%	·	VEEV TC-83 Vero 10K pilot screen=0.3
COc1cccc(C(=O)N/N=C/C(Br)=C/c2ccccc2)c1	61%	-1%	11%	?	3%
COc1ccc(C(CC(=O)O)N2Cc3ccccc3C2=O)cc1OC (stereo not given)	-9%	22%	i	-5%	4%
Cc1cc(C(=O)COC(=O)c2ccc3c(c2)OCO3)c(C)n1Cc1cccs1	35%	8%	6.9%	1%	-4%
CN(CCC1CCCCO1)C(=O)CCc1nnc(C2CCCCC2)o1 (stereo not given)	5%	-7%	i	-1%	-19%
CCOc1ccc(N(CC)C(=O)COc2cc(=O)n(CC)c3ccccc23)cc1	14%	0%	6.9%	3%	-14%
CC(C)OCCCNC(=S)Nc1ccc(S(N)(=O)=O)cc1	1%	0%	0.3%	1%	-15%
Cc1ccc(C)c(Cn2nnc3c(=O)[nH]c(C4CCN(C(=O)c5cccs5)CC4)nc32)c1	53%	21%	i	5%	-5%
CN(C(=O)CN1C(=O)S/C(=C\c2ccccc2F)C1=O)C1CCS(=O)(=O)C1 (stereo not given)	1%	-6%	2.9%	2%	1%
O=C(Nc1c(C(=O)N2CCOCC2)oc2ccccc12)c1cccc([N+](=O)[O-])c1	-1%	4%	1.1%	4%	6%
O=C(N/N=C/C(Br)=C\c1ccccc1)c1ccco1	30%	·	4.2%	?	8%
COc1cc(C2C(C#N)=C(N)OC3=C2C(=O)CCC3)ccc1OC(=O)N1CCOCC1 (stereo not given)	-9%	-7%	1.1%	6%	9%&-1%
O=C(Cn1ncc2c3ccccc3n(Cc3ccccc3F)c2c1=O)NCCCN1CCCC1=O	0%	-2%	0.1%	-4%	-4%
CCN(CC)S(=O)(=O)c1cccc(NC(=O)CCNC(=O)c2ccccc2Cl)c1	-1%	4%	1.4%	0%	9%
CCc1ccccc1NC(=O)N1CCCc2ccccc21	0%	-10%	3.9%	6%	-4%

Remaining list, next part:
SMILES	tuberculosis growth	influenza NS1A	VEEV TC-83 Vero	M. tuberculosis HTS	PhoP GFP inhibition	others
Cc1ccc(CNS(=O)(=O)c2ccccc2[N+](=O)[O-])cc1	2%	-8%	1.3%	-2%	-8%
Cc1ccc([C@@H]2CC=C(C(=O)O)[C@H](c3ccc(Cl)cc3)N2S(=O)(=O)c2ccccc2C)cc1	60%	1%	i	10%	·
CC(OC(=O)/C(C#N)=C/c1ccc(N(C)C)cc1)C(=O)N(C)Cc1ccccc1 (stereo not given)	13%	-5%	7.5%	-18%	-15%
N#C/C(=C\Nc1ccccc1SC(F)(F)F)c1nc(-c2ccc(Cl)cc2)cs1	-9%	-7%	0.2%	-2%	-1%
CCCCN1CC(=O)N2[C@H]3c4cc(OC)ccc4OC[C@@H]3[C@H](C(=O)OCC)[C@]2(C)C1=O	21%	-21%	1.1%	3%	·
CCN(CC)CCn1c2c(c(SCC(=O)Nc3cccc(C(C)=O)c3)nc1=O)CCCC2	·	1%	5.8%	·	·
Cc1cc(C(=O)Nc2sc(C)c(C)c2C#N)no1	18%	-3%	6.5%	-3%	-14%	VEEV TC-83 Vero 10K pilot screen=2.5
Cc1ccc(C2(C)NC(=O)N(CC(=O)N(C)CC(=O)Nc3cccc4ccccc34)C2=O)cc1 (stereo not given)	·	0%	3.6%	-5%	0%
CCc1cccc(OCCN2CCCC2)c1	-5%	-1%	0.2%	-4%	2%
COc1cccc(C(=O)N(CN2CCCC2=O)c2cccc(Cl)c2)c1OC	1%	0%	i	5%	-6%
O=C(CC1C(=O)NCCN1Cc1ccc(-c2ccccc2)cc1)NCC1CC1 (stereo not given)	0%	3%	i	2%	-4%
O=C(NC(Cc1c[nH]c2ccccc12)C(=O)NCCCN1CCOCC1)c1cccs1 (stereo not given)	-2%	-14%	0.4%	1%	9%
CCN1C(=O)C(CC(=O)Nc2ccc(OC)cc2)N(CCc2ccccc2)C1=S (stereo not given)	27%	-3%	3.7%	3%	21%
Cc1ccc(C(C[N+](=O)[O-])c2c(-c3ccccc3O)[nH][nH]c2=O)cc1 (stereo not given)	73%	1%	>25µM*	?	4%
COc1ccc(COC(=O)N/N=C(\C)CC(=O)Nc2ccc(Cl)cn2)cc1	10%	·	0.5%	1%	3%
Cc1ccc(SCC(=O)Nc2cccc(-c3nnc(-c4ccco4)o3)c2)cc1	12%	10%	4.2%	-2%	-3%
COc1ccc(CN2CCN(C(=O)c3cccc(OC)c3OC)CC2)cc1OC	-1%	-5%	0.8%	-6%	6%
O=C(NCC(c1ccco1)N1CCc2ccccc21)c1ccc([N+](=O)[O-])cc1 (stereo not given)	-8%	-10%	0.9%	6%	-1%
CC(C)C(OC(=O)c1ccco1)C(=O)NCc1ccc2c(c1)OCO2 (stereo not given)	10%	7%	0.3%	1%	14%
COc1ccccc1NS(=O)(=O)c1ccc(C(=O)OCC(=O)NCc2ccco2)cc1	3%	-16%	2.4%	-2%	0%
CC1CN(C(=O)c2ccc(COc3ccc(C(C)C)cc3)o2)CC(C)O1 (stereo not given)	54%	-5%	6.5%	-3%	8%
O=C(Cn1ncc2c1-c1ccccc1OC2)Nc1ccc(Cl)cn1	13%	-1%	1.5%	4%	1%
CC(C)N(Cc1ccccc1)C(=O)CN1C(=O)NC2(CCCC2)C1=O	-7%	-6%	2.3%	1%	·
NC(=O)c1c(Nc2nc3c(F)cccc3s2)sc2c1CCCC2	?	-2%	7.4%	4%	-8%
Cc1cc(Oc2ccccc2)nc(SCC(=O)Nc2ccccc2)n1	4%	-3%	i	-7%	-13%

Structures from the list above that contain a CF3 group, in the order listed:
SMILES	tuberculosis growth	influenza NS1A	VEEV TC-83 Vero	M. tuberculosis HTS	PhoP GFP inhibition	others
Cc1ccc(C)c(N2CCN(C(=O)CCc3nc(-c4ccccc4C(F)(F)F)no3)CC2)c1	·	-1%	5.4%	·	·
N#C/C(=C\Nc1ccccc1SC(F)(F)F)c1nc(-c2ccc(Cl)cc2)cs1	-9%	-7%	0.2%	-2%	-1%

More compounds.
SMILES	tuberculosis growth	influenza NS1A	VEEV TC-83 Vero	M. tuberculosis HTS	PhoP GFP inhibition	others
CC(C)CN(C(=O)c1ccc(S(=O)(=O)N2CCCC2)cc1)C1CCS(=O)(=O)C1 (stereo not given)	-8%	-1%	5.1%	2%	7%
O=S(=O)(Nc1cc(Cl)ccn1)c1ccc(Cl)cc1	26%	11%	1.5%	1%	6%
CN1c2ccccc2C(O)=C(C(=S)Nc2ccc(F)c(Cl)c2)S1(=O)=O	43%	6%	1.9%	9%	-14%
CSC(=NC#N)N1CCN(c2ccc([N+](=O)[O-])cc2)CC1	24%	-15%	5.2%	-4%	16%
OC(CN1C2=NCCN2c2ccccc21)c1ccccc1 (stereo not given)	7%	-6%	i	2%	17%
O=C(Nc1ccc(N2CCCCC2)cc1)c1ccc(F)cc1F	14%	-16%	0.1%	10%	-4%
CC(NCC(=O)Nc1cc(S(=O)(=O)N2CCOCC2)ccc1Cl)c1ccc(Cl)cc1Cl (stereo not given)	18%	-6%	8.1%	3%	0%
c1ccc(C(Cc2nc(-c3ccncc3)no2)c2ccccc2)cc1	4%	-3%	i	-13%	7%
O=C(CN1CC(=O)Oc2ccccc21)NCc1ccco1	53%	6.6µM*	i	3%	-2%
CCOc1cc(/C=C\[N+](=O)[O-])ccc1OCC(=O)N1CCOCC1	33%	0%	10%	4%	0%

Compound activity deposited in PubChem BioAssay by Southern Research Specialized Biocontainment Screening Center.

No enrichment for hits; overall some 1.5% were active at least once.
